PrPC TRFRET: inhibitors of human cell surface prion protein PrPC, primary screen, cell-based, TR-FRET. TR-FRET read-out. inhibition, % at 13.8 µM. hit rate 0.43% among 370,000. Major prion protein (Homo sapiens), P04156; in the data active = inhibition above about 24%; note: 0% = median of the test wells and 100% = reference compound wells
Active calls of the source: *; & = joins results of further samples. Some of the compounds tested (hit frequency here may not be typical).

SMILES	PrPC TRFRET
CC1(C(=O)Nc2ccc3c(c2)OCCO3)CN(S(C)(=O)=O)CC(=O)N1CC(F)(F)F (stereo not drawn)	-1
CCCC1CCC2(CC1)CCC2OC(=S)Nc1ccccc1Br (stereo not drawn)	-2
C=C(O[C@H]1[C@H](O)CC=C(C(=O)O)[C@@H]1O)C(=O)O	5
COc1ccc(S[C@]2(C(=O)N3CCN(C(C)=O)CC3)CC(=O)N(C(=O)Nc3ccc(C)c(Cl)c3)[C@@H]2c2ccc(OC)cc2)cc1	10
CCOC(=O)C1C(C)C(C(C)(C)C)N(S(=O)(=O)c2ccc(C)cc2)C1c1ccccc1 (stereo not drawn)	2
CC1(C(=O)Nc2ccc3c(c2)OCCO3)CN(S(C)(=O)=O)CC(=O)N1Cc1cccs1 (stereo not drawn)	3
CN(C)Cc1c(C(C)(C)O)[nH]c2cc(F)ccc12	-1
COc1cc(C2CC=C(C(=O)O)C(c3ccccc3F)N2S(=O)(=O)c2ccc(C)cc2)cc(OC)c1OC (stereo not drawn)	0
CN1Cc2nnn(Cc3ccccc3)c2-c2cc(F)ccc2S1(=O)=O	-4
CCCCCCCCN1C(=O)[C@@H](CC(=O)NCCCCc2ccccc2)C[C@@]2(C(=O)OC)C1=C[C@H](COCc1ccccc1)O[C@@H]2C	6
Cc1ccc(S(=O)(=O)N2CCCc3nc(-c4ccc(F)cc4)ccc32)cc1	9
O=C(CSc1nnc(-c2cccs2)n1Cc1ccco1)Nc1ccc(OCc2ccccc2)cc1	21
COC(=O)c1cccc(Cn2ccc3ccc(-c4ccc5ccn(C(=O)C6CC6)c5c4)cc32)c1	-3
C[C@H](O)[C@@H]1CN2CCc3c([nH]c4c(-c5ccccc5)cccc34)[C@@H]2C[C@@H]1N(C)C(=S)NCCc1ccccc1	-15
CCOC(=O)[C@@]12CN(C(=O)OC(C)(C)C)CC=C1N(Cc1ccc(OC)cc1)C(=O)[C@H]2CC(=O)NCc1ccc(C)o1	-2
Clc1ccc(CN2CCN(N=Cc3c4ccccc4cc4ccccc34)CC2)cc1	-2
COc1ccc(C2CC(=O)C(c3ccc(C#N)cc3)=CN2Cc2ccccc2)cc1 (stereo not drawn)	0
Cc1ccc2oc(=O)c3cc(C(=O)NCCCN4CCC(C)CC4)sc3c2c1	10
O=C(Nc1ccc2c(c1)OCCO2)C(c1ccccc1)n1c(=O)c(-c2ccco2)nc2ccccc21 (stereo not drawn)	-5
CC(CCN1CCC(C(O)(c2ccccc2)c2ccccc2)CC1)Oc1cccc(C(F)(F)F)c1 (stereo not drawn)	-11
CN1CCCCC(NC(=O)c2ccccc2)C1=O (stereo not drawn)	7
O=C(CC1C=CCC1)OCCN1CCN(C2CN(Cc3cn(Cc4ccccc4Cl)nn3)S(=O)(=O)C2)CC1 (stereo not drawn)	5
O=S1(=O)CC2c3ccccc3CCN2CN1Cc1ccccc1 (stereo not drawn)	5
COC(=O)C1CN(Cc2ccccc2)CCS(=O)(=O)N1Cc1ccc(C(F)(F)F)cc1 (stereo not drawn)	4
O=C(NCCc1ccccc1)OCc1cn(Cc2ccc(F)cc2)nn1	1

Three successive records from above:
SMILES	PrPC TRFRET
CC1(C(=O)Nc2ccc3c(c2)OCCO3)CN(S(C)(=O)=O)CC(=O)N1CC(F)(F)F (stereo not drawn)	-1
CCCC1CCC2(CC1)CCC2OC(=S)Nc1ccccc1Br (stereo not drawn)	-2
C=C(O[C@H]1[C@H](O)CC=C(C(=O)O)[C@@H]1O)C(=O)O	5

In the list so far, these contain an aryl thioether with sulfur outside any ring:
SMILES	PrPC TRFRET
COc1ccc(S[C@]2(C(=O)N3CCN(C(C)=O)CC3)CC(=O)N(C(=O)Nc3ccc(C)c(Cl)c3)[C@@H]2c2ccc(OC)cc2)cc1	10
O=C(CSc1nnc(-c2cccs2)n1Cc1ccco1)Nc1ccc(OCc2ccccc2)cc1	21

Next results follow.
SMILES	PrPC TRFRET
C=CC[C@]1(O)C(=O)N(c2ccccc2)c2ccccc21	-6
COc1ccccc1CNC(=O)N1CCC(c2nc3ccc(Cl)cc3[nH]2)CC1	-3
C#CCOCCOCCOCCNc1nc(N2CCN(C(=O)Cn3cc(CCCN=C(N)N)nn3)CC2)nc(N2CCN(C(=O)[C@H](Cc3ccc(O)cc3)n3cc(CCO)nn3)CC2)n1	5
COC(=O)[C@]1(CNC(=O)C(C)(C)C)CC(=O)N(C)[C@@H]1c1ccccc1	-3
CCCC[C@H]1C2CC(OC(=O)NCc3ccc(Cl)cc3)C(C2)[C@H]2CCCCN21 (stereo partly drawn)	3
Cc1ccc(C)c(N2CCN(C3C(=O)Nc4ccccc4-n4nnnc43)CC2)c1 (stereo not drawn)	-4
CC(C)(C)OC(=O)N1CCC[C@@H]1C(=O)N1CCC[C@H]1C(=O)NCc1ccccc1	0
CC(C)CN1C(=O)C[C@]2(C(=O)N(C)c3ccc(NC(=O)C(C)(C)C)cc32)C1c1ccccc1 (stereo partly drawn)	3
COc1cc(NC(=O)c2cc(C)on2)c(OC)cc1Cl	-5
CCOC(=O)[C@@]12CCCC=C1N(CCc1ccc(Cl)cc1)C(=O)[C@H]2CC(=O)NCc1cccs1	4
C[C@@H]1[C@@H](O)C[C@@]2(CC(=O)c3ccccc3O2)O[C@H]1c1ccccc1	5
C[C@H]1[C@@H](OC(=O)Nc2ccc(C(F)(F)F)cc2)CC[C@@]23CCCN2C(=O)CCC[C@@H]13	-6
CCc1nnn2c1Cn1c3ccccc3c(=O)n1[C@@H](C(C)C)C2	5
COc1ccc2c(c1)CN1C(=O)N(C3CCCC3)S(=O)(=O)CC21 (stereo not drawn)	-4
CN=C1S/C(=C/c2cc(C)n(-c3cc(C)ccc3OC)c2C)C(=O)N1C	12
CC(C)CN1C(=O)CSCC1(C)C(=O)Nc1ccc2c(c1)OCCO2 (stereo not drawn)	5
COc1cc(OC)cc(C(C)c2ccc(-c3ccccc3)cc2)c1 (stereo not drawn)	0
CSc1ccc(Oc2cccc3c2S(=O)(=O)N(C2CC2)C[C@@H](COCc2ccccc2)O3)cc1C	3
COC(=O)[C@]12C[C@H](CC(=O)NCCc3ccccc3OC)C(=O)N(CCC3=CCCCC3)C1=C[C@H](C1CCCC1)O[C@@H]2C	-4
C[C@H]1[C@H](c2ccccc2)Oc2cc(Br)ccc2S(=O)(=O)N1Cc1cccc(F)c1	0
Cc1ccc(-c2nc3c4ccccc4ccn3c2Cc2cccc(F)c2)cc1	2
O=C(NCCN1CCC(Cc2ccccc2)CC1)C1CCCN(S(=O)(=O)c2ccccc2[N+](=O)[O-])C1 (stereo not drawn)	-18
Cc1cc(N2CCNC[C@H]2C)ccc1N1CCN[C@H](C)C1	-3
COC(=O)C1C(c2ccc(C)cc2)CC2CCC1N2C (stereo not drawn)	5
CCCCNC(=O)C[C@H]1C[C@@]2(C(=O)OC)C(=C[C@H](C3CCCC3)O[C@@H]2C)N(CCc2ccc(OC)c(OC)c2)C1=O	1

The results go on:
| smiles | PrPC TRFRET |
| --- | --- |
| O=C(NCCN1CCC2(CC1)C(=O)NCN2c1ccccc1)c1ccc(F)cc1 | -7 |
| COc1ccccc1-c1cccc2c3c([nH]c12)[C@@H]1C[C@H]2[C@@H](CN1CC3)[C@H](C)ON2C | -8 |
| CCCC1CCC2(CCCN2CCOC(=S)Nc2ccccc2)CC1 (stereo not drawn) | 1 |
| COC(=O)[C@]12C[C@H](CC(=O)N3CCCC3)C(=O)N(CCC3=CCCCC3)C1=C[C@H](C(C)C)O[C@@H]2C1CC1 | 28* |
| COc1ccc(C#CCN(Cc2ccc(OC)cc2OC)C(N)=NC(=O)CCc2ccccc2)cc1 | 11 |
| CCOC(=O)N[C@H](C(=O)N1CCC[C@H]1C(=O)NC1CCCC1)C1CCCCC1 | -7 |
| C=CCN(Cc1ccc2c(c1)OCO2)C(C#CC1CC1)C(C)C (stereo not drawn) | 3 |
| COC(=O)[C@]12C[C@H](CC(=O)NCCc3ccccc3OC)C(=O)N(Cc3cccc4ccccc34)C1=C[C@H](C1CCCC1)O[C@@H]2C | 7 |
| CN[C@H]1C[C@H]2c3cc(-c4ccc5c(c4)OCO5)ccc3CCN2C[C@H]1[C@H](C)O | -16 |
| COC(=O)C[C@@H]1CC[C@@H]2[C@@H](COc3ccc(NC(=O)Nc4ccc(F)c(F)c4)cc3C(=O)N2C)O1 | 6 |

In the list so far, 4 contain a CF3 group.
| smiles | PrPC TRFRET |
| --- | --- |
| CC1(C(=O)Nc2ccc3c(c2)OCCO3)CN(S(C)(=O)=O)CC(=O)N1CC(F)(F)F (stereo not drawn) | -1 |
| CC(CCN1CCC(C(O)(c2ccccc2)c2ccccc2)CC1)Oc1cccc(C(F)(F)F)c1 (stereo not drawn) | -11 |
| COC(=O)C1CN(Cc2ccccc2)CCS(=O)(=O)N1Cc1ccc(C(F)(F)F)cc1 (stereo not drawn) | 4 |
| C[C@H]1[C@@H](OC(=O)Nc2ccc(C(F)(F)F)cc2)CC[C@@]23CCCN2C(=O)CCC[C@@H]13 | -6 |

Sorted by heavy-atom count (ascending): 7 of the compounds above
| smiles | PrPC TRFRET |
| --- | --- |
| C=CCN(Cc1ccc2c(c1)OCO2)C(C#CC1CC1)C(C)C (stereo not drawn) | 3 |
| CCCC1CCC2(CCCN2CCOC(=S)Nc2ccccc2)CC1 (stereo not drawn) | 1 |
| CN[C@H]1C[C@H]2c3cc(-c4ccc5c(c4)OCO5)ccc3CCN2C[C@H]1[C@H](C)O | -16 |
| O=C(NCCN1CCC2(CC1)C(=O)NCN2c1ccccc1)c1ccc(F)cc1 | -7 |
| COc1ccc(C#CCN(Cc2ccc(OC)cc2OC)C(N)=NC(=O)CCc2ccccc2)cc1 | 11 |
| COC(=O)[C@]12C[C@H](CC(=O)N3CCCC3)C(=O)N(CCC3=CCCCC3)C1=C[C@H](C(C)C)O[C@@H]2C1CC1 | 28* |
| COC(=O)[C@]12C[C@H](CC(=O)NCCc3ccccc3OC)C(=O)N(Cc3cccc4ccccc34)C1=C[C@H](C1CCCC1)O[C@@H]2C | 7 |

New compounds follow.
| smiles | PrPC TRFRET |
| --- | --- |
| Cc1cc2c(cc1C)-n1nnnc1C(N(Cc1ccccc1)Cc1ccccc1)C(=O)N2 (stereo not drawn) | 7 |
| COc1cc(C=Nn2c(-c3ccc(F)cc3)n[nH]c2=S)ccc1OCc1ccccc1 | -3 |
| C=CCNC(=O)NCC1CCN(Cc2ccc(OC)cc2)CC1 | -3 |
| C=CC(=O)NC1CCCCN(CCC)C1=O (stereo not drawn) | 3 |
| CC(=O)N1CCN(C(C(=O)Nc2c(C)cccc2C)c2ccccc2OC(F)(F)F)CC1 (stereo not drawn) | 3 |
| CCOC(=O)N1CCN(C(=O)C[C@H]2C(=O)N(Cc3ccc(OC)cc3)C3=CCCCC[C@@]32C(=O)OC)CC1 | 4 |
| CC(C)C[C@H]1COc2cccc(F)c2S(=O)(=O)N1 | -7&8 |
| COC(=O)C1C(c2ccccc2)CC2CCC1N2C (stereo not drawn) | 2 |
| CC(=O)N1CCC(C(=O)N2c3ccccc3N=C(c3ccc4c(c3)OCO4)C2C(=O)Nc2c(C)cccc2C)CC1 (stereo not drawn) | -11 |
| CC[C@H]1/C(=C/c2ccccc2)N2C(=O)C[C@H](c3ccccc3)N=C2N1C | 4 |

Going on with the list.
| smiles | PrPC TRFRET |
| --- | --- |
| C=CCOC(=O)N1CCN(C(=O)c2ccc3nc(C)n(C4CCCC4)c3c2)CC1 | 7 |
| Cc1cc(NS(=O)(=O)c2ccc(NC(=O)Cc3ccc(Cl)c(F)c3)cc2)no1 | -2 |
| CC(C)N1CCCCC(NC(=O)c2ccc(F)c(F)c2)C1=O (stereo not drawn) | 4 |
| C[N+]1(C)[C@H]2CC[C@H]1CC(OC(=O)C(O)c1ccccc1)C2 (stereo partly drawn) | 1 |
| CC(C)[C@@H](C)/C=C/[C@@H](C)[C@H]1CC[C@@H]2[C@]1(C)CCC1[C@]23C=C[C@]2(C[C@@H](O)CC[C@]12C)N(c1ccc(Br)cn1)O3 (stereo partly drawn) | 18 |
| O=C(c1cc(F)ccc1F)N(Cc1ccccn1)CC1CCCO1 (stereo not drawn) | -2 |
| COC(=O)c1ccc(Cn2ccc3ccc(-c4ccc5ccn(C(=O)c6ccccc6OC)c5c4)cc32)cc1 | 1 |
| COc1cccc(CNC(=O)[C@H]2CCCN2C(=O)[C@H]2CCCN2C(=O)c2ccc(C)cc2)c1 | 2 |

Screening results from PubChem BioAssay.
